Screening results from PubChem.
KLK7 zymogen act: proKLK7 (human) activation, primary screen; 0.9% of 370,000 active; activation, % at 7 µM; P49862; purified proKLK7, EDANS-DABCYL substrate fluorescence; 100% is mature enzyme control, 0% vehicle;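 active = activation above the mean of all tested compounds plus 3 SD, computed per campaign excluding outliers beyond control limits, cut at about 13% in these data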
DDE Tn7 FP inh: inhibitors of Tn7 peptide binding to human fibrin DD(E) | inhibition, % at 8.3 µM | FP displacement of FITC-Tn7 peptide from fibrin DD(E); 0% = median of compound wells per plate | 0.13% of 370,000 active | AID 720508;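 active = inhibition above the mean of compounds falling within the control limits plus 3 SD of them, cut at about 14% in these data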;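 note: 0% = plate median of compound wells and 100% = 10 µM Aha-Tn7 peptide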
Target sequence (P02675 whole entry, looked up): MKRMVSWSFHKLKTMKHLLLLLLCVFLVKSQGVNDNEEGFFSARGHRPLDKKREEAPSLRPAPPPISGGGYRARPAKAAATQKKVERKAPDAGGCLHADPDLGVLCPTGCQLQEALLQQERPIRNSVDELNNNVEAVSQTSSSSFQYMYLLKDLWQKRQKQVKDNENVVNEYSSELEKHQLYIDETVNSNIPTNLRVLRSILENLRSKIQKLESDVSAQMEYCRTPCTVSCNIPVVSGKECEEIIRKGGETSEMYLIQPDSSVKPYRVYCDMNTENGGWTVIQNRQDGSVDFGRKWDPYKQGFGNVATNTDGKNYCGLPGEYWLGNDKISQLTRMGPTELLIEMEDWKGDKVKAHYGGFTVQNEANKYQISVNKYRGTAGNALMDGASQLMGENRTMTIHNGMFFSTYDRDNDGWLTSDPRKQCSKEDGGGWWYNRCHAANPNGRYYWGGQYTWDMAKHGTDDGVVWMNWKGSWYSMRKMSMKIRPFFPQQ
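system = human fibrin DD(E) protein | quantity = DD(E) 2 µM final | medium = Tris/NaCl/CaCl2 buffer, pH 7.8 | also added = labelled Tn7 tracer, 0.1 µM | compound dosing = single point at 8.3 µM | timing = compound with protein 10 min, then 3 h after probe, room temperature | signal = FP measurement | benchmarks = Aha-Tn7 high control | repeats = one replicate per compound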
NR1D1 modulator: modulators of human Rev-erb alpha DNA binding | Rev-erbα–FITC-DNA binding, fluorescence polarization, 90 min | AID 1259318 | P20393 | activity, % at 10 µM | 0.79% of 370,000 active;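 active = activity above about 14%, limit read from the data; passing the limit was not always enough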;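 note: 0% = DMSO wells with 35 nM protein and 100% = DMSO wells with 750 nM protein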
ASAP1 inh: inhibitors of human ASAP1 ArfGAP activity. Q9ULH1. ASAP1-stimulated ARF1 GTP hydrolysis, GDP FP detection. inhibition, % at 16.5 µM. 0.19% of 360,000 active; in the data active = inhibition above about 25%;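 note: 0% = vehicle with enzyme and substrate and 100% = no enzyme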
PLCb3 inh: PLC-beta3 (human) inhibition, primary screen; Purified PLC-beta3, fluorogenic substrate, fluorescence; inhibition, % at 12.2 µM; 0.18% of 370,000 active; AID 720704; in the data active = inhibition above about 11%;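 note: 0% = median of compound wells on plate and 100% = full blocker control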
ARFGAP1 inhibitor: inhibits rat ARF GTPase activating protein 1. 0.26% of 360,000 active. inhibition, % at 16.5 µM. AID 651572. Q62848. Arfgap1-stimulated ARF1 GTP hydrolysis, GDP FP detection;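 active = inhibition above a per-plate limit, mean inhibition of low control wells plus 3 SD, cut at about 25% in these data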;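 note: 0% = DMSO wells with enzyme and 100% = wells lacking Arfgap1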
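Replicates: Single well per compound | Assay system: Truncated rat Arfgap1 GAP domain | Control set: No-Arfgap1 wells (100%) versus DMSO full-reaction wells (0%) | Times: Enzyme reaction 120 min at 25 °C after 20 min preincubation | Reagent: Human ARF1(Δ1-17)-GTP substrate | Measured by: Tracer-displacement fluorescence polarization with EDTA stop, 620/688 nm | Measure: Percent inhibition of Arfgap1-stimulated GTP hydrolysis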
HGIII-sPLA2 inh: Blocks human group III sPLA2 activity | Q9NZ20 | inhibition, % at 12.2 µM | AID 743126 | QFRET BODIPY PC-A2 liposome hydrolysis, fluorescence | 0.56% of 370,000 active;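 active = inhibition above mean plus 3 SD of compounds lying within the high and low control bounds, cut at about 19% in these data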;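 note: 0% = median of test compound wells and 100% = no enzyme DMSO wells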
Target sequence (Q9NZ20 whole entry, looked up): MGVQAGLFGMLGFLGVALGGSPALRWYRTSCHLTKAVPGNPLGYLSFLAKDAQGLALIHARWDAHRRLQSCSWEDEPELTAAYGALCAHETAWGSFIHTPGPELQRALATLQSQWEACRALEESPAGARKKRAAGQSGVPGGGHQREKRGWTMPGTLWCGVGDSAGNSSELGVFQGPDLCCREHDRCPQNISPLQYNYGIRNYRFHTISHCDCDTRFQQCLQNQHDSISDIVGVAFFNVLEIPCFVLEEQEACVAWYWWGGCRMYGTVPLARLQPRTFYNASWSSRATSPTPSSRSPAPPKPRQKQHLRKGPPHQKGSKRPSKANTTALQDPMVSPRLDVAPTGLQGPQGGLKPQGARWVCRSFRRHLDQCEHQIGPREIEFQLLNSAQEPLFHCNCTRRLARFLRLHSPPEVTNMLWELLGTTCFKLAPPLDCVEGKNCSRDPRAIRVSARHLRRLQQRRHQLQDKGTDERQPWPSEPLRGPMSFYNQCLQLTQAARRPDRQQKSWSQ
PLC-gamma1 inh: PLC-gamma1 (human) inhibition, primary screen; AID 720700; inhibition, % at 12.2 µM; purified PLC-gamma1, fluorogenic substrate, fluorescence; 0.84% of 370,000 active; P19174; in the data active = inhibition above about 9.5%
UHRF1 binding: human UHRF1 methylated DNA binding inhibitors. Q96T88. UHRF1 binding to methylated oligo, TR-FRET. inhibition, % at 4.4 µM. 0.75% of 370,000 active. AID 687016; in the data active = inhibition above about 21%;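 note: UHRF1 SRA domain binding a hemimethylated CpG hairpin DNA probe; 0% = median of test compound wells and 100% = reference inhibitor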
DDE Tn6 FP inh: disrupts Tn6 cyclic peptide binding to fibrin D-Dimer-E complex. Fibrin DD(E) TRITC-Tn6 fluorescence polarization displacement. AID 720509. inhibition, % at 8.3 µM. 0.21% of 370,000 active;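 active = inhibition above a per-campaign cutoff: mean of compounds within control limits plus 3 SD, cut at about 15% in these data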;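 note: 0% = median of all compound wells on the plate and 100% = blocking peptide control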
* = called active by the depositor; & = joins results of further samples. No enrichment for hits. About 4.5% of those tested had a hit in this group.

SMILES	KLK7 zymogen act	DDE Tn7 FP inh	NR1D1 modulator	ASAP1 inh	PLCb3 inh	ARFGAP1 inhibitor	HGIII-sPLA2 inh	PLC-gamma1 inh	UHRF1 binding	DDE Tn6 FP inh
COc1ccc(C(=O)N2CCCC(c3ccccc3)C2)cc1 (centres undefined)	0.1	0	2	-7	0	-4	-6	1	-1	-2
COc1cc(NC(=O)c2cc3c(Cl)nc4ccccc4c3s2)cc(OC)c1OC	0.2	0	3	5	-9	4	5	-5	5	-16
O=C(c1n[nH]c2ccccc12)N1CCN(S(=O)(=O)c2ccccc2)CC1	0.1	-2	5	-2	2	6	-12	5	-2	-2
O=S1(=O)N=C2CCCCCN2C(c2ccc(F)cc2)N1 (centres undefined)	-0.2	4	2	-19	-7	-5	6	0	-1	-2
O=C(CN1CCN(CC(=O)Nc2ccccc2Cl)CC1)NCC1(N2CCCCC2)CCCCC1	0.3	-5	-3	9	-7	-2	-5	-4	1	0
CN1C(=O)CSc2ccc(NC(=O)NCc3ccc(F)cc3)cc21	-0.5	3	-4	-2	1	3	-10	0	-1	4
COc1ccc(S(=O)(=O)NCCC(=O)NC2CCCCC2C)cc1[N+](=O)[O-] (centres undefined)	0.4	1	-2	10	1	4	-5	3	2	2
CCCCN(C(=O)c1cnccn1)c1c(N)n(CCC)c(=O)[nH]c1=O	-0.4	-7	-2	0	-8	-7	-4	-2	-3	-5
CCOC(=O)c1[nH]c(C)c(C(=O)OCC(=O)Nc2sc3c(c2C#N)CCCCC3)c1C	1.2	7	-2	0	1	-5	-7	-2	-1	2
COc1ccc(Br)cc1CNCC1CCCO1 (centres undefined)	-0.1	3	3	-2	-5	0	4	1	1	-4
CCN(CC)C(=O)C1CCN(c2ncnc3c2cnn3-c2ccc(C)cc2C)CC1	0.7	5	-3	-4	-2	0	5	2	3	-1
O=C(Nc1nnc(SCc2ccccc2F)s1)c1ccco1	0.5	10	4	-9	-30	-5	0	-26	4	7
Cc1ccc(N2CCN(c3ccc([N+](=O)[O-])cn3)CC2)c(C)c1	0.1	2	2	3	-3	-4	-2	1	0	0
O=C(Nc1ccc(F)c(Cl)c1)c1cc(C2CCCCN2C(=O)c2ccc(Cl)cc2)on1 (centres undefined)	0.5	0	1	-7	3	1	-3	-2	1	-1
O=C(C=Cc1ccccc1)c1c[nH]c2ccccc2c1=O	-0.1	0	-1	-4	0	-12	-9	0	-8	4
Cn1c(=O)c2c(O)c(Cc3ccccc3)c(=O)[nH]c2n(C)c1=O	0.3	5	5	6	-3	9	4	2	1	4
Cc1ccc(C(=O)Nc2cc(S(=O)(=O)N3CCOCC3)ccc2N2CCCC2)cc1	0.0	-4	3	14	-1	14	-1	1	2	2
CCOc1ccc(C(=O)N2CCN(S(=O)(=O)c3cccs3)CC2)c(OCC)c1	-0.1	-1	-8	1	-8	8	-3	3	3	1
O=C(NCc1ccccc1)C(c1ccc(F)cc1)N(Cc1ccco1)C(=O)c1ccccn1 (centres undefined)	0.1	-1	2	-2	1	1	0	0	4	-7
COC(=O)CSc1ccc2nnc(-c3ccc(OC)c(OC)c3)n2n1	0.2	2	-2	-8	-1	1	1	-5	-1	4
CCCCCC(=O)N1CCN(CCN=CC2=C(O)CC(c3cccs3)CC2=O)CC1 (centres undefined)	0.1&0.0	4&-7	1&-4	14&-8	-4&0	3&11	1&6	-1&0	16&0	4&-9
CCOC(=O)C1CCN(C(=O)C(=O)c2cn(CC(=O)N3CCCCCC3)c3ccccc23)CC1	-0.1	-2	-2	-4	-13	5	0	-9	-2	9
N#Cc1cc2ccccc2nc1N	6.1	1	-2	-5	-124	-3	1	-94	0	-8
O=C(Cn1cnc2ccccc2c1=O)Nc1nnc(C2CC2)s1	0.6	4	3	6	0	-7	1	-3	3	11
O=C(c1cc(COc2ccc(F)cc2Cl)on1)N1CCC(OCc2cccnc2)CC1	-0.3	6	2	-16	-8	6	-1	3	-1	5

Single values from above.
CCOC(=O)C1CCN(C(=O)C(=O)c2cn(CC(=O)N3CCCCCC3)c3ccccc23)CC1 in HGIII-sPLA2 inh shows 0
O=C(CN1CCN(CC(=O)Nc2ccccc2Cl)CC1)NCC1(N2CCCCC2)CCCCC1 in ARFGAP1 inhibitor shows -2
Cc1ccc(C(=O)Nc2cc(S(=O)(=O)N3CCOCC3)ccc2N2CCCC2)cc1 in ARFGAP1 inhibitor shows 14

Following part:
SMILES	KLK7 zymogen act	DDE Tn7 FP inh	NR1D1 modulator	ASAP1 inh	PLCb3 inh	ARFGAP1 inhibitor	HGIII-sPLA2 inh	PLC-gamma1 inh	UHRF1 binding	DDE Tn6 FP inh
COc1ccc(S(=O)(=O)N2CCC(C(=O)N3CCN(c4ccccc4OC)CC3)CC2)cc1	0.0	5	-2	8	1	9	-16	0	1	5
COc1ccc(-c2cc3c(=O)n(CC(=O)Nc4ccc(Cl)cc4)nc(C)n3n2)cc1	-0.1	7	-1	-6	-7	8	8	-1	2	-3
CCOC(=O)c1oc2ccccc2c1CN1CCOCC1	-0.8	1	2	-8	0	-4	3	1	-2	-6
Cc1ccc([C@@H]2CC(=O)[C@@H]3CN(S(=O)(=O)c4ccc(C)cc4)[C@H](c4cccc(Cl)c4)C[C@@H]3N2S(=O)(=O)c2ccc(Cl)cc2)cc1	0.0	2	5	7	0	-2	1	-1	1	1
OCCN(Cc1cccnc1)Cc1ccccn1	0.5	1	-7	1	-7	3	4	1	-2	-7
CCCCN(CCCNC(=O)c1ccc2c(c1)NC(=O)CN2C)c1ccccc1	-0.3	5	-2	-10	-2	-6	10	-1	1	4
O=C(c1cccc(S(=O)(=O)N2CCCC2)c1)N1CCN(c2ccccc2)CC1	-0.1	-6	5	-6	4	-5	-5	2	-3	3
O=C(/C=C/NNC(=O)c1ccccc1)c1ccccc1	-0.4	4	2	0	-4	-3	-2	-3	-4	-6
Nc1nc2c(ncn2[C@@H]2O[C@H](CNCc3cnc(N4CCOCC4)s3)[C@@H](O)[C@H]2O)c(=O)[nH]1	0.2	2	2	3	-6	8	13	4	6	-2
COc1ccc(CNC(=O)C2CCC(CNS(=O)(=O)c3cccc4cccnc34)CC2)cc1 (centres undefined)	0.3	-3	-11	7	-27	-2	-7	3	-1	1
COc1ccc(/C=C2/SC(=O)N(CCNC(=O)C3CCCN3C(=O)c3cccs3)C2=O)cc1 (centres undefined)	0.9	0	-3	12	-2	12	-3	1	1	-2
Cc1[nH]c2ccccc2c1C(c1ccncc1)N1CCN(c2ccccn2)CC1 (centres undefined)	0.1	4	1	2	-5	0	0	-3	-1	1
O=C(CC1CC2CCC1C2)N1CCN(S(=O)(=O)c2ccc(C(F)(F)F)cc2)CC1 (centres undefined)	-0.5	-5	-2	-4	-6	8	10	1	0	2
CC(C)Oc1ccccc1OCCN(C)C	0.5	-5	-2	1	6	3	3	3	4	8
O=C(NC1CCCC1)C1CCN(c2nccs2)CC1	-0.3	-5	5	-10	-3	10	6	4	1	-7
Cc1ccc(NC(=O)c2nnn(-c3ccc4c(c3)OCCO4)c2N)cc1	-0.3	0	1	8	-7	2	6	1	2	7
CCOc1ccc2nc(N3C(=O)C(O)=C(C(=O)c4ccco4)C3c3ccco3)sc2c1 (centres undefined)	0.4	-4	-12	-6	-48	0	-10	-28	7	2
CC1CN(C)C(C)CC1NCc1ccc2c(c1)OCO2 (centres undefined)	-0.4	-4	-1	-7	9	8	11	7	3	-1
O=C(CCn1c(=O)oc2cc(Cl)ccc21)Nc1ccc(O)cc1	0.7	0	7	0	-4	0	-6	-1	0	1
Cc1ccc(S(=O)(=O)N2CCOCC2)cc1C(=O)NCc1cccs1	-0.3	4	-1	-1	3	-2	1	1	1	-7
CCCS(=O)(=O)NC(=O)C1(C)CCN(C(=O)c2nc(C)oc2C)C1 (centres undefined)	-0.2	-11	-9	-4	3	7	-2	3	-3	9
CC(=O)N(C(C)=O)S(=O)(=O)c1ccc(N=NN2CCOCC2)cc1	0.4	-3	2	-1	3	3	-4	2	9	-3
Cn1nc(C(=O)N2CCC(C(N)=O)CC2)c2c1-c1ccccc1SC2	0.8	-2	2	-11	-3	0	5	-1	2	-6
CN(C(=O)COC(=O)CSc1ccc([N+](=O)[O-])cc1)c1ccccc1	0.0	-1	-7	7	-3	-23	-4	5	-1	-9
CCOC(=O)CSc1nncc2ccc(OC)c(OC)c12	0.1	2	-4	6	-19	-1	1	-14	3	1
The list goes on.
SMILES	KLK7 zymogen act	DDE Tn7 FP inh	NR1D1 modulator	ASAP1 inh	PLCb3 inh	ARFGAP1 inhibitor	HGIII-sPLA2 inh	PLC-gamma1 inh	UHRF1 binding	DDE Tn6 FP inh
CCN1C(C)=C(C)S/C1=C1\SC(=S)N(N)C1=O	0.1	-2	-2	1	3	-3	2	-1	-3	4
Cn1cc([N+](=O)[O-])c(C(=O)N/N=C/c2ccccc2)n1	-0.8	-3	4	-10	5	-12	-4	3	0	-4
COc1ccc(/C=C/C(=O)NC2=NCCS2)cc1OC	15*	5	3	14	-367	0	-4	-281	-4	8
CCN1CCN(CC(=O)Nc2cccc(C)c2)C(=O)C1=O	-0.7	3	7	-5	2	-9	16	4	5	-6
CC(C)NS(=O)(=O)c1ccc(OCC(=O)NCc2ccco2)cc1	-0.3	0	2	2	0	-6	10	2	6	-4
NC(=O)C1CCN(C(=O)c2cccc(CN3C(=O)c4ccccc4C3=O)c2)CC1	0.6	4	-1	-1	-7	0	11	-2	-2	-3
COc1ccc(-c2ccc(-c3noc(-c4ccccc4)n3)c(OC)n2)cc1	-1.7	-6	22*	13	-46	2	5	-42	1	2
CCCC(=O)N1CCC1(C)C(=O)NS(=O)(=O)c1ccc(OC)cc1 (centres undefined)	0.0	9	-4	-7	3	1	0	-2	0	2
CCCc1ccc(-c2ccc(C(=O)O)cc2)nc1	0.1	-2	2	1	0	11	-5	4	7	0
CN(Cc1ccccc1)C(=S)NC(=O)c1ccc(-c2ccccc2)cc1	-0.6	5	5	-1	-13	8	16	1	1	5
CCc1cc(C(=O)NCC(c2cccs2)N2CCOCC2)sc1C (centres undefined)	0.5	11	1	-15	-5	-1	1	2	-1	0
Cc1ccc(CNC(=O)COC(=O)c2cc(C)oc2C)cc1	-0.1	-6	3	-23	-2	-7	5	0	-1	-5
Cc1ccc2[nH]c3c(=O)n(N)c(C)nc3c2c1	0.0	-9	0	11	-20	9	3	-17	0	-3
COc1cc(NC(=S)NC2CC(C)(C)NC(C)(C)C2)cc(OC)c1	-0.9	0	-7	-7	-5	-3	7	0	3	-4
COc1cc(OC)c(NC(=O)c2sc3ncn(CC(=O)N4CCN(c5ccccn5)CC4)c(=O)c3c2C)cc1Cl	-14	0	22	4	-33	0	1	-10	1	-4
Cc1ccc(N(Cc2ccc([N+](=O)[O-])cc2)C(=O)c2ccco2)cc1C	0.2	-2	6	1	1	-5	-6	2	-6	-1
